Compound activity: PubChem BioAssay, several laboratories
CAL PDZ FP-1 – CAL PDZ peptide-binding inhibitors, primary screen, biochemical, fluorescence polarization, Cer-tagged CAL PDZ, HTS. Golgi-associated PDZ and coiled-coil motif-containing protein (Homo sapiens), Q9HD26. purified CAL PDZ, TMR-peptide fluorescence polarization, 1 h. inhibition, % at 20 µM. 0.02% of 330,000 active. AID 504414, 2011;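 active = highest replicate inhibition of at least 40%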;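 also: plate controls were DMSO neutral control wells for no effect and unlabeled competitor peptide control wells for full effect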
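Material: tagged CAL PDZ domain; buffer or medium: 25 mM sodium phosphate pH 7.4, 150 mM NaCl, TCEP, IgG, Thesit; compound dosing: single point, 20 µM; schedule: 1 h incubation at room temperature before polarization reading; measured by: FP readout, S and P plane fluorescence; read-out basis: percent inhibition from loss of millipolarization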
MITF act – activators of MITF-driven TRPM1 promoter reporter, primary screen, cell-based, SK-MEL-5, luciferase, single point. SK-MEL-5 TRPM1-promoter luciferase, 24 h; % of positive control, neutral wells = 0. 0.75% of 300,000 active. activation, % at 12.5 µM;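 active = mean activation of at least 80% with every replicate also reaching 80%; inconclusive = mean reaches 80% but some replicate falls short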;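 also: 0% = neutral control wells and 100% = parthenolide positive control wells; values of inactives mirror those of a sister screen read the other way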
Tat transport – E. coli Tat export inhibitors, primary screen, MC4100, TorA-mCherry reporter, fluorescence, single point. inhibition, % at 10 µM. 0.036% of 340,000 active. AID 488895, 2010;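 active = mean replicate inhibition at least 50% and at least half of replicates individually reaching 50%; inconclusive = only one of the two criteria met; inactive = neither criterion met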;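 also: exported cargo escapes ClpAP degradation while cytoplasmic cargo is degraded and loses fluorescence; 0% = median of neutral control wells and 100% = median of NaSCN control wells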
phage Ecoli inh – growth loss of phage-infected E. coli, primary screen, RecBCD inhibitor project, absorbance, with phage, HTS; inhibition, % at 11.9 µM; 0.26% of 360,000 active; in the data active = inhibition above about 11%
AddAB inh – growth inhibition of E. coli expressing H. pylori AddAB, primary screen, AddAB inhibitor project, absorbance | inhibition, % at 11.9 µM | 0.29% of 330,000 active; in the data active = inhibition above about 12%;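 also: 0% = vehicle wells of infected cells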
SR-BI DiI-HDL act – activators of SR-BI mediated DiI-HDL uptake, primary screen, ldlA[mSR-BI] CHO cells, DiI fluorescence. 3 h; 100 = double the neutral-control signal. AID 504775, 2011. 0.096% of 320,000 active. activation, % at 12.5 µM;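 active = mean replicate activation of at least 60% and every replicate at or above 60%; inconclusive = mean or all-replicate condition met, but not both; inactive = mean below 60% and not all replicates reaching 60%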;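 also: 0% = median plate neutral-control signal and 100% = twice that signal; values of inactives mirror those of a sister screen read the other way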
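material = CHO ldlA[mSR-BI] cells | medium = Ham's F12 with 0.5% BSA, HEPES 25 mM, pH 7.4 | reagent = fluorescent DiI-HDL, 10 µg/mL final | compound dosing = single-point compound dose | incubation = 3 h, 37 °C | measured by = bottom-read fluorescence, 550/595 nm | measure = HDL uptake via cellular fluorescence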
Ecoli viability – E. coli V3065 growth inhibition, primary screen, counter-screen for AddAB inhibitor project, absorbance, OD600 | 18 h | 0.27% of 330,000 active | inhibition, % at 11.9 µM | AID 449728, 2010;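 active = inhibition above the campaign's mean inhibition across all tested compounds plus 3 SD, cut at about 9.9% in these data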;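 also: uninfected addAB+ strain grown without phage in ampicillin broth; 0% = DMSO wells and 100% = ciprofloxacin 0.95 µg/ml wells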
SR-BI DiI inh – inhibitors of SR-BI mediated HDL lipid uptake, primary screen, ldlA[mSR-BI] cells, fluorescence, single point; inhibition, % at 12.5 µM; AID 488896, 2010; ldlA[mSR-BI] CHO cells, DiI-HDL uptake fluorescence, 3 h; Scavenger receptor class B member 1 (Mus musculus), Q61009; 0.96% of 320,000 active;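 active = mean replicate inhibition of at least 70% and a set share of replicates each scoring 70 or more; inconclusive = meets just one of the two criteria; inactive = fails both criteria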;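 also: 0% = median of neutral control wells and 100% = median of positive control wells; values of inactives mirror those of a sister screen read the other way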
Target sequence (Q61009 whole entry, looked up): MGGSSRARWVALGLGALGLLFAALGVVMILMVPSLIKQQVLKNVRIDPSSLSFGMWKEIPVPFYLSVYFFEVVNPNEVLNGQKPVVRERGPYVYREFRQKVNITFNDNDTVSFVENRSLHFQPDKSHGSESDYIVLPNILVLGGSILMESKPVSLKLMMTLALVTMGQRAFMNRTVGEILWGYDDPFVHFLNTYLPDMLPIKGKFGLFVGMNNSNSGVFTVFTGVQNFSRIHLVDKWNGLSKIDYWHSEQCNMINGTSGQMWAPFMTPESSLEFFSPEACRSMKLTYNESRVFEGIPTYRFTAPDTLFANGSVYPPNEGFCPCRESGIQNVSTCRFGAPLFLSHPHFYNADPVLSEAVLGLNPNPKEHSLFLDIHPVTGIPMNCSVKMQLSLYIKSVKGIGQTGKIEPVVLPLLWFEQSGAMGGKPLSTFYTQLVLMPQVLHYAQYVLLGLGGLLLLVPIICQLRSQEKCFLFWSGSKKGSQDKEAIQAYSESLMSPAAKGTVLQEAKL
CAL PDZ FP-2 – untagged CAL PDZ binding inhibitors, primary screen, biochemical, fluorescence polarization, HTS. purified CAL PDZ, TMR-peptide fluorescence polarization, 1 h. inhibition, % at 24.9 µM. 0.92% of 300,000 active. AID 602252, 2012. Golgi-associated PDZ and coiled-coil motif-containing protein (Homo sapiens), Q9HD26;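 active = mean inhibition of at least 30% with at least half of replicates also reaching 30%; inconclusive = no clear call, values can overlap the other calls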;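 also: 0% = DMSO neutral control and 100% = excess unlabeled competitor peptide PRC23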
Wnt act – Wnt/beta-catenin pathway activators, primary screen, cell-based, plate reader, single point | activation, % at 9.35 µM | AID 743398, 2014 | Wnt/beta-catenin reporter cell assay, activator | 1.2% of 300,000 active; in the data active = activation above about 30%, passing the limit was not always enough; inconclusive = no clear call, values can overlap the other calls;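 also: 0% = neutral control wells and 100% = positive control wells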
An asterisk follows results filed as active; ? = inconclusive; · = no result given; & = joins results of further samples. Random draw from the library; overall some 3.6% were active at least once.

SMILES	CAL PDZ FP-1	MITF act	Tat transport	phage Ecoli inh	AddAB inh	SR-BI DiI-HDL act	Ecoli viability	SR-BI DiI inh	CAL PDZ FP-2	Wnt act
COc1cc2ccccc2cc1C(=O)N(CCN(C)C)c1nc2c(F)cccc2s1	-6.2	0	5	0.6	0.6	-3	1.4	3	·	-4
CC(C)CCN(C(=O)Cc1ccc(Cl)c(Cl)c1)c1c(N)n(Cc2ccccc2)c(=O)[nH]c1=O	1.1	-79	-3	3.5	0.7	-33	3.0	33	15	-1
CCN(CC(=O)NCc1cccnc1)S(=O)(=O)c1ccc(OC)cc1	-2.5	6	0	1.6	2.0	·	1.8	·	-5	3
O=C(c1cccnc1)n1nc(-c2ccco2)nc1NCc1cccs1	-3.0	5	-5	1.7	·	·	·	·	-8	11
Cc1cc(Nc2ccc(C)c(F)c2)n2ncnc2n1	-0.1	·	5	1.7	-0.6	-19	0.1	19	-1	·
O=C1Cc2ccccc2C(=O)N1OCc1ccc(Cl)cc1Cl	·	-4	-11	5.6	4.1	10	-1.4	-10	-5	0
Cc1ccc(CN(C(=O)c2sc3ccccc3c2Cl)C2CCS(=O)(=O)C2)cc1 (centres undefined)	-3.2	·	?	4.4	0.2	-1	-2.7	1	-3	·
COc1cccc(NC(=O)CN(C)C(=O)c2cccnc2Sc2ccc(C)c(C)c2)c1	-3.2	-1	0	1.4	2.8	-53	-0.6	53	9	-3
CC1(C)CC(NC(=O)c2cc(COc3cccc(C(F)(F)F)c3)on2)CCO1 (centres undefined)	-0.6	40	2	1.9	2.5	-19	1.9	19	1	14
O=S(=O)(Cc1ccccc1)N(O)c1ccccc1	-2.6	-5	-6	-1.0	-0.4	·	1.2	·	5	1
N=c1c(C(=O)NCc2ccc(F)cc2)cc2c(=O)n3ccccc3nc2n1CCCN1CCOCC1	0.0	16	0	2.4	3.2	8	0.8	-8	-5	·
COc1ccc(C2C(=O)N(C3CCCCCC3)CC(=O)N2Cc2ccccc2)cc1OC (centres undefined)	-1.0	-12	6	2.4	-1.4	17	-0.2	-17	-7	·
O=C(C[C@H]1C/C=C\C[C@@H](NC(=O)OCC2c3ccccc3-c3ccccc32)C(=O)O[C@@H](c2ccccc2)CNC1=O)N[C@H](CO)Cc1ccccc1	0.1	-86	-8	-0.2	-0.7	-38	-1.9	38	4	-8
NC(=O)C1(N2CCCCC2)CCN(C(=S)Nc2ccc(F)cc2)CC1	0.8	-5	-2	1.5	3.0	17	-0.3	-17	-2	0
O=C(NN1CCOCC1)c1ccc(Cl)c(Cl)c1	-2.7	-1	-2	2.4	-1.7	-9	1.4	9	-2	-4
COc1cccc(CNC(=O)CCNS(=O)(=O)c2cccc3nsnc23)c1	-2.9	10	-3	4.6	-1.2	-11	-1.4	11	-6	-1
O=[N+]([O-])c1cc([N+](=O)[O-])c(Oc2cccc(Cl)c2Cl)cc1NN1CCCCC1	-0.4	7	3	3.6	3.0	-17	0.5	17	-1	0
Nc1cccc2c(O)cccc12	1.3	-12	-4	-0.4	0.5	-12	-2.4	12	-1	6
Cc1ccccc1S(=O)(=O)/N=C(/Nc1nc2ccccc2s1)c1ccccc1	-0.9	98*	-9	3.2	2.2	-14	2.6	14	-2	53*
COc1ccccc1C(=O)NC(=O)COC(=O)CNC(=O)c1ccccc1	-0.5	4	1	2.6	4.0	24	-1.5	-24	-1	-4
C=C(C)C(=O)Nc1ccc(NC(C)C)cc1	-0.4	-7	-7	3.5	-2.0	15	-1.7	-7	-6	1
N#CCC(=O)NCC1(c2ccccc2)CCCC1	-0.2	4	-10	-1.5	0.9	0	0.4	0	1	·
Cc1ccc(C(CC(=O)O)NC(=O)c2ccc(S(=O)(=O)N3CC(C)OC(C)C3)cc2)cc1 (centres undefined)	-2.7	0	24	-0.3	-1.4	24	-2.3	-24	-4	1
CN(C)CCNC(=O)/C(=C/c1ccc(-c2ccc(Cl)cc2)o1)NC(=O)c1ccccc1	-1.3	-65	-5	0.1	-0.5	14	-2.0	-14	1	·
CCOC(=O)C1=C(CNCc2ccccc2Cl)NC(=O)NC1c1cccc([N+](=O)[O-])c1 (centres undefined)	-1.2	-4	3	2.6	0.3	-23	0.0	23	3	-3
O=C(Cn1c(NCCO)nc2ccccc21)c1ccccc1	-2.4	12	3	7.0	1.9	6	0.9	-6	-2	-1
CCCc1c(NC(=O)Nc2ccc(F)cc2)cnn1-c1ccc(Cl)cc1	-0.3	5	-6	3.4	1.3	-20	0.6	20	-2	0
COc1cc(S(=O)(=O)NCC2CCCO2)ccc1Br (centres undefined)	-3.3	3	-11	2.4	1.4	-9	-0.1	9	·	·
Cc1cc(=O)[nH]c(SCC(=O)O)c1C#N	-0.6	5	2	2.4	2.4	·	0.0	-12	-1	·
CSc1ccccc1NC(=O)c1ccc2c(c1)CCN2S(C)(=O)=O	-0.6	25	6	1.8	3.3	-62	-1.6	62	-1	2
COc1cc2c(cc1OC)C1=C(C#N)COCN1CC2	-0.8	2	-22	4.6	0.8	11	-1.0	-11	-4	-10
Cc1cccc(N(C(=O)c2csnn2)C(C(=O)NC2CCCCC2)c2ccccn2)c1C (centres undefined)	-1.8	·	-10	2.0	3.2	·	1.8	·	0	0
CCOc1cc(N2CCOCC2)c(OCC)cc1NC(=O)CSc1cccc[n+]1[O-]	-0.9	-9	-4	2.4	-1.1	23	1.9	-23	-3	·
Cc1c(NC(=O)c2ccc(Br)s2)c(=O)n(-c2ccccc2)n1C	-1.0	1	5	4.8	3.0	10	1.0	-10	-3	-3
NC(=O)c1nsc(C(=O)N(CC(=O)NCc2ccccc2)c2ccc(F)cc2)c1N	-1.9	1	-5	1.0	2.5	-19	2.8	19	-1	9
CCOc1ccc(NC(=S)NNC(=O)CC(C)O)cc1 (centres undefined)	-2.0	6	-2	3.7	0.8	18	0.7	-18	-1	-2
C=CCn1cnnc1SCC(=O)NCC1COc2ccccc2O1 (centres undefined)	-2.4	0	-4	2.2	·	34	·	-34	-3	-2
CCOC(=O)C(=O)NNc1ccc(F)cc1	·	·	·	0.5	0.1	·	-0.9	·	·	3
COc1ccccc1CN1[C@@H](CC(=O)O)c2ccccc2S1(=O)=O	-6.5	-5	-17	2.1	1.6	11	1.0	-11	0	-1
CN1C(=O)NC(NS(=O)(=O)c2ccc(N)cc2)(C(F)(F)F)C1=O (centres undefined)	-0.2	3	-4	2.2	1.6	11	-0.1	-11	-3	-12

A draw from above in order of number of heavy atoms, falling:
SMILES	CAL PDZ FP-1	MITF act	Tat transport	phage Ecoli inh	AddAB inh	SR-BI DiI-HDL act	Ecoli viability	SR-BI DiI inh	CAL PDZ FP-2	Wnt act
Cc1cccc(N(C(=O)c2csnn2)C(C(=O)NC2CCCCC2)c2ccccn2)c1C (centres undefined)	-1.8	·	-10	2.0	3.2	·	1.8	·	0	0
CCOC(=O)C1=C(CNCc2ccccc2Cl)NC(=O)NC1c1cccc([N+](=O)[O-])c1 (centres undefined)	-1.2	-4	3	2.6	0.3	-23	0.0	23	3	-3
CCOc1cc(N2CCOCC2)c(OCC)cc1NC(=O)CSc1cccc[n+]1[O-]	-0.9	-9	-4	2.4	-1.1	23	1.9	-23	-3	·
CN1C(=O)NC(NS(=O)(=O)c2ccc(N)cc2)(C(F)(F)F)C1=O (centres undefined)	-0.2	3	-4	2.2	1.6	11	-0.1	-11	-3	-12
COc1cc2c(cc1OC)C1=C(C#N)COCN1CC2	-0.8	2	-22	4.6	0.8	11	-1.0	-11	-4	-10
COc1cc(S(=O)(=O)NCC2CCCO2)ccc1Br (centres undefined)	-3.3	3	-11	2.4	1.4	-9	-0.1	9	·	·
CCOC(=O)C(=O)NNc1ccc(F)cc1	·	·	·	0.5	0.1	·	-0.9	·	·	3
Cc1cc(=O)[nH]c(SCC(=O)O)c1C#N	-0.6	5	2	2.4	2.4	·	0.0	-12	-1	·

(next part)
SMILES	CAL PDZ FP-1	MITF act	Tat transport	phage Ecoli inh	AddAB inh	SR-BI DiI-HDL act	Ecoli viability	SR-BI DiI inh	CAL PDZ FP-2	Wnt act
CCSC1(SCC)N=C(N)C2(C#N)C(c3ccccc3)NC3=C(CCC3)C12C#N (centres undefined)	0.1	-8	-1	1.2	-1.9	-60	-1.6	60	1	·
COc1cc(/C=N/NC(=O)c2ccc(CN3c4cccc5cccc(c45)S3(=O)=O)cc2)cc(OC)c1O	-0.6	-6	3	2.9	·	-19	·	19	1	-13
N=C1/C(=C\c2ccc(-c3cccc(Cl)c3)o2)C(=O)N=C2SC=C(c3ccccc3)N12	-2.8	-1	7	4.1	-1.9	·	-1.0	·	-1	-5
O=C(c1ccc(Cl)c(NC2=NC3CS(=O)(=O)CC3S2)c1)N1CCN(c2ccccc2)CC1 (centres undefined)	-1.4	-5	0	3.5	0.2	5	-2.1	-5	-5	0
CCOc1ccc(C(=S)N2CCOCC2)cc1OCC	-0.9	6	15	4.4	-1.4	-11	-0.4	11	·	-3
COC(=O)c1cc2n(n1)CCN(Cc1ccc(F)cc1)C2=O	0.4	-8	16	0.6	5.1	15	-2.2	-15	-4	·
Cc1nc(C(=O)Nc2ccccc2Cl)cc2c1[nH]c1ccccc12	-0.7	-18	-3	2.5	1.7	-55	0.9	?	-1	-1&-1
CCCOc1nc(C)cc(COC)c1C(N)=O	0.6	4	8	-0.7	2.9	5	1.3	-5	-4	-2
Cc1onc(-c2ccccc2)c1C(=O)Nc1nncs1	0.7	1	7	3.0	2.6	·	-0.4	·	·	-3
O=C(c1ccccc1)N1CCN(c2ccc(N3CCOCC3)nn2)CC1	-0.9	5	-1	2.6	-1.4	12	-1.1	-12	2	-2
CC(NC(=O)C(=O)c1cn(CC(=O)N2CCOCC2)c2ccccc12)c1ccccc1 (centres undefined)	-2.3	3	-2	0.9	4.0	-6	-1.0	6	-2	0
CCOC(=O)c1cc(-c2cc3ccccc3o2)n[nH]1	-2.8	-12	0	1.9	1.3	-6	2.7	6	-6	·
O=C(c1ccccc1)N1CCN(C(=O)c2cc3nc(-c4ccccc4)cc(C(F)(F)F)n3n2)CC1	-3.1	6	-3	0.6	-0.3	-38	0.3	38	-1	-2
